CYP2C19 inh: inhibitors of human CYP2C19; inhibition, % at 5 µM; P33261; hit rate 21% among 96,000; CYP2C19 Supersomes, luciferin-H EGE luminescence, 30 min;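 active = CYP2C19 inhibition above a set limit at 5 µM in the primary screen, cut at about 50% in these data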;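 note: plate controls were negative control wells for no effect and 2.5 mM tranylcypromine positive control for full effect; values of inactives mirror those of a sister screen read the other way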
Target sequence (P33261 whole entry, looked up): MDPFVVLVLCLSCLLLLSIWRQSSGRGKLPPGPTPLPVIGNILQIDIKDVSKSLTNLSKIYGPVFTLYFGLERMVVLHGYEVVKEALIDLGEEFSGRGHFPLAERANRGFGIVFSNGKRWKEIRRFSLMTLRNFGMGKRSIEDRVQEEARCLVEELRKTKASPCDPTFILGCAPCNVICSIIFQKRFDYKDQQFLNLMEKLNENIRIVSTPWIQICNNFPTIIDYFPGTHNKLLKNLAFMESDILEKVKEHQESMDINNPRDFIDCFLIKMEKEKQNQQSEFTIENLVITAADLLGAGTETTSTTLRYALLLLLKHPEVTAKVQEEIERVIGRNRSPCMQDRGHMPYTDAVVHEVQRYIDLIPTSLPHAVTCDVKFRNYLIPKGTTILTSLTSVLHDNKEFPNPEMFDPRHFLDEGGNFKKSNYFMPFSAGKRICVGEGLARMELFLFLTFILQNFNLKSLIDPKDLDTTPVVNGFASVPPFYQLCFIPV
CYP2C9 inh: inhibitors of human CYP2C9 | inhibition, % at 5 µM | CYP2C9 Supersomes, luciferin-H conversion, luminescence | hit rate 20% among 96,000 | P11712;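 active = blocking of liver enzyme CYP2C9 beyond about 50% at 5 µM, limit read from the data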; note: values of inactives mirror those of a sister screen read the other way
Target sequence (P11712 whole entry, looked up): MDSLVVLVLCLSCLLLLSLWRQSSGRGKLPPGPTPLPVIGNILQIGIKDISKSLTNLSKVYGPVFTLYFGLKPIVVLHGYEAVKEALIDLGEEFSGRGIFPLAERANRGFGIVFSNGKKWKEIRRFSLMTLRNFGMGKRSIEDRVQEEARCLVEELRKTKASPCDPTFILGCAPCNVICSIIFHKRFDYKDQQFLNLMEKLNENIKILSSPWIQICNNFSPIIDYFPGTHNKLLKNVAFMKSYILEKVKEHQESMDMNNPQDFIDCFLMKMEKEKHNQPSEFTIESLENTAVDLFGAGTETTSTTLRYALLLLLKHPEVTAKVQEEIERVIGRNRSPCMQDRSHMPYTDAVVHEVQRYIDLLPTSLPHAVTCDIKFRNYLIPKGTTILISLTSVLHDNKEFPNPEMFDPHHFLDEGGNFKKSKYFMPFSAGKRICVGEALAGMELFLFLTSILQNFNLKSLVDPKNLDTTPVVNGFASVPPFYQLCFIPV
VCAM1 TNFa inh: reduces TNF alpha induced VCAM1 expression in HUVEC | HUVEC TNFa-induced VCAM-1 immunofluorescence, high-content imaging | inhibition, % at 2 µM | hit rate 0.48% among 95,000 | AID 802;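 active = inhibition above the batch mean plus 3 SD, with images confirmed as a hit by eye, cut at about 37% in these data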;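 note: 0% = TNF-stimulated DMSO wells and 100% = unstimulated control wells; not every result past the cut was called active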
DAT uptake mod: modulates human dopamine transporter uptake under cocaine; Q01959; LLC-PK1 hDAT cells, [14C]-dopamine uptake with cocaine IC80; actives deviate in either direction; B-score at 10 µM; hit rate 1.3% among 110,000;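 active = Z score or B-score, a plate-position-corrected score, falls beyond the plate's 99.7% confidence bounds, in either direction; inactive = both scores lie inside the 99.7% bounds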;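 note: scored against the spread of the other compound wells on the same plate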
TNFa cytotox: HUVEC cytotoxicity counter-screen, TNF alpha stimulated | HUVEC TNFalpha-stimulated, Hoechst cell count, imaging | hit rate 0.17% among 93,000 | AID 848 | cell count reduction, % at 2 µM;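 active = cell count reduction exceeding the screen mean by over 5 SD, scaled to untreated wells per plate, cut at about 78% in these data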;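 note: cells counted after 24 h of TNF alpha exposure following the 1 h pretreatment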
CYP2C9 act: CYP2C9 (human) activation. P11712. recombinant CYP2C9, luciferin-H conversion, luminescence; active compounds read high; factor 1 = untreated enzyme, 0 = blocked. activation factor at 5 µM. hit rate 1.4% among 96,000. AID 1024;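 active = activation factor of 2 or more for CYP2C9 at a 5 µM dose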;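 note: 0 = sulfaphenazole-blocked wells and 1 = vehicle-only wells; values of inactives mirror those of a sister screen read the other way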
IL1B cytotox: toxic to HUVEC cells under IL-1B stimulation. hit rate 0.41% among 94,000. HUVEC cell count loss, Hoechst imaging, IL-1B stimulated. AID 845. cell count reduction, % at 2 µM;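 active = cell count reduction more than 3 SD above the screen-wide mean, cut at about 70% in these data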;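 note: normalized per plate to untreated control cells as the no-loss baseline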
CYP2C19 activ: increases human CYP2C19 enzyme activity; P33261; recombinant CYP2C19, luciferin-H EGE luminescence; active compounds read high; 0 = fully inhibited enzyme, 1 = untreated enzyme; activation factor at 5 µM; 96,000 tested, under 10 active;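 active = activation factor of at least 2 at 5 µM in the primary screen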;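 note: 0 = wells with 2.5 mM tranylcypromine and 1 = vehicle-only wells; values of inactives mirror those of a sister screen read the other way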
Calb biofilm kill: kills Candida albicans biofilms | C. albicans biofilm + clotrimazole, Alamar Blue | inhibition, % at 6 µM | hit rate 0.14% among 85,000;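 active = inhibition above 20%; inactive = inhibition below 20%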;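 note: preformed 24 hr biofilms exposed to compound for 48 hr; 0% = biofilm without compound and 100% = blank killed by clotrimazole plus chlorhexidine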
* hit, by the source's call; . = no result given. This is a random part of the collection; any-hit rate near 29%.

SMILES	CYP2C19 inh	CYP2C9 inh	VCAM1 TNFa inh	DAT uptake mod	TNFa cytotox	CYP2C9 act	IL1B cytotox	CYP2C19 activ	Calb biofilm kill
COc1cccc(C2=NOC(C(=O)N3CCN(C(=O)c4ccco4)CC3)C2)c1 (stereo unspecified)	-17.4	-2.9	.	0.401	.	1	.	1.2	13.7
O=[N+]([O-])c1cc(-c2cnc3ccccc3n2)ccc1Oc1ccc(Br)cc1	4.3	16.3	0.9	-0.706	6.0	0.8	-32.2	1	.
Cc1nc2ccccc2c(=O)n1/N=C/c1ccc(N(C)C)cc1	8.1	20.0	19.3	0.274	-28.1	0.8	-5.8	0.9	8.7
CC1CCN(C(=O)c2ccc(C(=O)N3CCC(C)CC3)cc2)CC1	.	.	-4.9	.	-11.3	.	30.6	.	1.9
O=C(Nc1cccc(NC(=O)c2cccnc2)c1)c1cccnc1	1.8	4.5	18.7	-0.323	3.6	1	-9.9	1	3.9
CCC(NC(=O)c1ccccc1NC(=O)c1ccco1)C(=O)NC1CCCCC1 (stereo unspecified)	27.6	49.9	8.5	.	-32.0	0.5	-9.1	0.7	.
CC(C)Cn1c(-c2ccccc2)nc2ccccc2c1=O	5.3	24.2	25.7	-0.389	2.4	0.8	-10.9	0.9	7.8
O=C(Nc1ccccc1)c1ccc(N2CCN(c3ccccc3)CC2)c(S(=O)(=O)N2CCOCC2)c1	58.2*	76.5*	17.9	-0.0285	-13.0	0.2	2.9	0.4	2.0
COc1cccc(C2=CC(c3ccccc3)n3nnnc3N2)c1 (stereo unspecified)	82.2*	79.4*	20.9	.	-42.5	0.2	-18.0	0.2	.
Cc1cccc2c(=O)c(C(=O)N3CCCCCC3)c[nH]c12	-3.2	-8.3	-11.1	-0.822	-13.8	1.1	-29.9	1	7.3
O=C(c1ccco1)N(CCC(c1ccccc1)c1ccco1)Cc1ccco1 (stereo unspecified)	10.8	37.0	14.6	-0.613	28.7	0.6	-17.6	0.9	.
O=C(O)CSCCc1ccccn1	0.5	4.9	11.4	0.319	-39.6	1	13.7	1	1.2
Cc1ccc(S(=O)(=O)N2CCCC2C(=O)Nc2nccs2)cc1 (stereo unspecified)	60.5*	60.9*	-1.0	-0.00213	-30.5	0.4	-16.3	0.4	5.8
CCOC(=O)CC1C(=O)NCCN1C(=O)c1cc2c(=O)n3cccc(C)c3nc2s1 (stereo unspecified)	-0.2	8.6	14.4	.	-20.2	0.9	2.9	1	0.3
CC1CN(C(=O)c2cc3cc(Cl)cc(Cl)c3oc2=O)CC(C)O1 (stereo unspecified)	.	.	-7.3	-0.64	27.1	.	23.2	.	0.9
CC12C(=O)N(n3cnnc3)C(=O)C1C1C=CC2C1 (stereo unspecified)	-13.7	1.9	5.9	-0.0872	-3.9	1	-6.1	1.1	5.2
COc1ccccc1-c1nc(SCC(=O)O)n[nH]1	12.5	8.7	-1.2	0.866	-3.9	0.9	-4.1	0.9	2.5
COc1cccc(OCC(O)CN2CC(C)CC(C)C2)c1 (stereo unspecified)	15.4	-7.1	-5.0	-0.0338	-2.5	1.1	0.6	0.8	.
COC(=O)C(C)C1Sc2ccccc2NC1=O (stereo unspecified)	44.9	2.8	9.3	-0.0377	-6.1	1	90.9*	0.6	1.7
CCC1S/C(=C(\C#N)C(=O)NCc2ccco2)N(c2ccc(Br)cc2)C1=O (stereo unspecified)	42.6	51.3*	-0.8	0.32	-7.9	0.5	-115.2	0.6	2.8
COc1ccc(N2CCN(C3CC(=O)N(Cc4ccc(N5CCCC5=O)cc4)C3=O)CC2)cc1 (stereo unspecified)	44.3	29.5	-6.5	-0.615	-28.6	0.7	-5.0	0.6	5.2
Cc1cccc(C(=O)OCC(=O)Nc2nccs2)c1	37.4	3.3	-15.1	0.0287	1.7	1	-0.8	0.6	.
COc1cc2c(C#N)c(N3CCCCC3)nc(N)c2c(N)n1	18.8	23.7	27.7	0.0303	-5.3	0.8	-35.3	0.8	3.7
Cc1cc(C)n(C/C=C/Cn2nc(C)cc2C)n1	0.5	-3.0	-38.0	-1.62	-5.8	1	-3.2	1	8.2
CNc1nc(N2CCc3ccccc32)ncc1F	81.6*	24.4	42.6	-0.0633	-9.9	0.8	-27.7	0.2	1.5
CCOc1ccc(N2CC(C(=O)Nc3ccccc3N3CCOCC3)CC2=O)cc1 (stereo unspecified)	41.2	85.0*	-10.8	0.0777	-11.0	0.2	-84.8	0.6	5.1
O=C(NC1CCCCC1)N(CCN1CCCC1)Cc1cc2cc3c(cc2[nH]c1=O)OCCO3	5.2	5.6	-16.3	1.1	-35.3	0.9	-31.3	0.9	.
CCN(CC)c1ccc(N2C(=O)/C(=C/c3cccs3)SC2=S)cc1	2.2	-21.5	0.1	.	-17.7	1.2	.	1	4.9
O=C(c1cc2cc(Br)ccc2oc1=O)N1CCCC1	32.7	-56.9	-3.6	-1.41	-0.4	1.6	20.7	0.7	-2.9
COCCNC(=O)c1cc(-c2cccs2)on1	14.9	-4.0	2.4	-0.922	-29.3	1	1.6	0.9	.

Already shown: 4 of the compounds above.
SMILES	CYP2C19 inh	CYP2C9 inh	VCAM1 TNFa inh	DAT uptake mod	TNFa cytotox	CYP2C9 act	IL1B cytotox	CYP2C19 activ	Calb biofilm kill
COc1cccc(C2=NOC(C(=O)N3CCN(C(=O)c4ccco4)CC3)C2)c1 (stereo unspecified)	-17.4	-2.9	.	0.401	.	1	.	1.2	13.7
O=[N+]([O-])c1cc(-c2cnc3ccccc3n2)ccc1Oc1ccc(Br)cc1	4.3	16.3	0.9	-0.706	6.0	0.8	-32.2	1	.
Cc1nc2ccccc2c(=O)n1/N=C/c1ccc(N(C)C)cc1	8.1	20.0	19.3	0.274	-28.1	0.8	-5.8	0.9	8.7
CC1CCN(C(=O)c2ccc(C(=O)N3CCC(C)CC3)cc2)CC1	.	.	-4.9	.	-11.3	.	30.6	.	1.9

Next part
SMILES	CYP2C19 inh	CYP2C9 inh	VCAM1 TNFa inh	DAT uptake mod	TNFa cytotox	CYP2C9 act	IL1B cytotox	CYP2C19 activ	Calb biofilm kill
COc1cc(CN2CCC(C(=O)NC3CCCC3)CC2)cc(OC)c1O	-2.6	1.9	16.1	-0.415	-21.7	1	4.7	1	3.9
O=C(C/C=N/OCc1ccc(Cl)cc1)c1cnc(-c2ccccc2)s1	20.1	27.2	-2.3	-0.891	-19.7	0.7	-12.4	0.8	.
CCOC(=O)c1[nH]c(COC(=O)CCCOc2ccccc2)c(C(=O)OCC)c1C	45.0	80.2*	.	-1.36	.	0.2	.	0.6	5.5
Cc1ccc(NC(=O)C2CC(=O)n3c(nc4ccccc43)N2)cc1 (stereo unspecified)	-11.1	-7.8	3.9	0.628	-14.5	1.1	17.4	1.1	.
O=C(Nc1nc2ccc(Cl)cc2s1)c1ccco1	46.9	19.8	-5.1	-1.11	10.4	0.8	5.5	0.5	0.9
COc1ccc(CNC2CC(=O)N(C)C2=O)cc1 (stereo unspecified)	20.0	6.1	.	-0.561	.	0.9	.	0.8	-1.6
CN1C(=O)c2cccc(NC(=O)CCc3ccccc3)c2C1=O	69.8*	61.7*	-6.2	-0.931	5.0	0.4	-23.8	0.3	12.6
COc1cccc(/C=C2\N=C(SC)SC2=O)c1OC	43.4	7.2	.	-0.389	.	0.9	.	0.6	1.0
Cc1cc(=O)n(C)c(=O)n1CCCNc1ccccc1	18.5	11.2	0.2	-0.104	-1.5	0.9	10.2	0.8	.
CCOC(=O)c1cc2c(=O)[nH]ccc2nc1C	-10.6	-7.6	6.2	-0.324	-13.4	1.1	2.6	1.1	.
CCCN(CCC)CCCNC(=O)CC1Nc2ccccc2NC1=O (stereo unspecified)	1.3	-41.1	-1.8	0.711	-10.1	1.4	-13.8	1	5.8
Cc1ccc(S(=O)(=O)n2nc(OC(=O)c3cccs3)cc2N)cc1	5.5	10.2	-19.0	-0.464	-17.1	0.9	9.4	0.9	8.2
Cc1ccc(-n2c(SCC(=O)OC(C)C)nnc2-c2ccncc2)cc1	.	.	-16.0	0.428	-16.5	.	-9.7	.	8.2
COC(=O)COc1ccc2oc(=O)cc(C)c2c1	3.6	-9.3	16.2	-0.156	10.7	1.1	-20.0	1	11.9
CCOc1cc(Br)c(C(=O)O)cc1OCC	-11.4	-19.2	13.9	1.33	1.2	1.2	-16.7	1.1	0.3
CCCCOc1ccc(C(O)(CC)CCN2CCOCC2)cc1 (stereo unspecified)	.	.	14.5	0.322	-26.7	.	8.5	.	4.6
COc1cc(C(=O)Nc2nc3ccc(C)cc3s2)ccc1OCc1c(C)noc1C	9.5	48.7	-25.8	-2.14	-17.5	0.5	9.5	0.9	.
CC1CCN(c2c(NCc3ccc(C(=O)N4CCc5ccccc54)cc3)c(=O)c2=O)CC1	0.7	-0.4	22.1	1.75	-20.7	1	-3.4	1	.
Cc1ccc(CSC2=Nc3ccccc3C3=NC(CC(=O)NCc4ccco4)C(=O)N23)cc1 (stereo unspecified)	10.9	78.9*	-18.1	0.15	-13.3	0.2	-7.7	0.9	-6.6
O=C(CCCOc1ccccc1)n1nnc2ccccc21	0.7	9.8	3.8	-0.442	-18.2	0.9	-17.8	1	5.6
COc1ccc(CN2C(=O)[C@@H]3C(c4ccccc4Cl)=NO[C@@H]3C2=O)cc1	86.8*	70.0*	2.2	-0.701	-0.9	0.3	5.4	0.1	8.1
CCOc1ccc(OCc2ccc(C(=O)NCC3CCCO3)o2)cc1 (stereo unspecified)	30.9	43.2	8.6	-0.115	8.4	0.6	0.0	0.7	-2.1
CCOC(=O)C1CCN(C(c2cc3ccc(C)cc3[nH]c2=O)c2nnnn2C2CCCCC2)CC1 (stereo unspecified)	78.6*	84.3*	-4.5	0.52	-9.5	0.2	-10.0	0.2	-7.8
CC1(C)CC(=O)C(C=NCCN2CCN(C(=O)CC3CCCC3)CC2)=C(O)C1	25.7	-15.7	-3.4	-0.04	-27.7	1.2	-34.9	0.7	7.5
COC(=O)C1=C(C)N(c2cccc(C(C)=O)c2)C(=O)C1	8.7	-12.8	31.1	0.776	-2.9	1.1	-23.9	0.9	4.0
CCOC(=O)C(C(=O)Nc1cccc(C)c1)C1CCCCC1 (stereo unspecified)	82.4*	55.1*	1.7	0.26	-13.3	0.4	9.0	0.2	-1.1
Nc1cccc2nc3ccccc3cc12	4.7	-4.6	-2.5	0.853	12.2	1	27.1	1	-0.5
COc1ccc(CC(=O)Nc2ccc(-c3nnc(-c4ccccc4)o3)cc2)cc1OC	14.3	24.7	-8.0	0.813	-11.5	0.8	-14.2	0.9	7.7

Entries of single compounds from above:
CCOC(=O)C(C(=O)Nc1cccc(C)c1)C1CCCCC1 (stereo unspecified) reads CYP2C19 inh = 82.4*; CYP2C9 inh = 55.1*; VCAM1 TNFa inh = 1.7; DAT uptake mod = 0.26; TNFa cytotox = -13.3; CYP2C9 act = 0.4; IL1B cytotox = 9.0; CYP2C19 activ = 0.2; Calb biofilm kill = -1.1
CCCCOc1ccc(C(O)(CC)CCN2CCOCC2)cc1 (stereo unspecified) reads CYP2C19 inh = .; CYP2C9 inh = .; VCAM1 TNFa inh = 14.5; DAT uptake mod = 0.322; TNFa cytotox = -26.7; CYP2C9 act = .; IL1B cytotox = 8.5; CYP2C19 activ = .; Calb biofilm kill = 4.6

Source: PubChem BioAssay
